# Screening data deposited in PubChem BioAssay by NMMLSC.
# ABCG2 inh: human ABCG2 inhibition, ABCB1 as counter-screen; IgMXP3 cells, JC-1 efflux, flow cytometry; inhibition, % at 6.6 µM; hit rate 0.1% among 190,000; AID 1325;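 active = inhibition above 80%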;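 also: 0% = DMSO and 100% = nicardipine control wells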
# Target sequence (Q9UNQ0 whole entry, looked up): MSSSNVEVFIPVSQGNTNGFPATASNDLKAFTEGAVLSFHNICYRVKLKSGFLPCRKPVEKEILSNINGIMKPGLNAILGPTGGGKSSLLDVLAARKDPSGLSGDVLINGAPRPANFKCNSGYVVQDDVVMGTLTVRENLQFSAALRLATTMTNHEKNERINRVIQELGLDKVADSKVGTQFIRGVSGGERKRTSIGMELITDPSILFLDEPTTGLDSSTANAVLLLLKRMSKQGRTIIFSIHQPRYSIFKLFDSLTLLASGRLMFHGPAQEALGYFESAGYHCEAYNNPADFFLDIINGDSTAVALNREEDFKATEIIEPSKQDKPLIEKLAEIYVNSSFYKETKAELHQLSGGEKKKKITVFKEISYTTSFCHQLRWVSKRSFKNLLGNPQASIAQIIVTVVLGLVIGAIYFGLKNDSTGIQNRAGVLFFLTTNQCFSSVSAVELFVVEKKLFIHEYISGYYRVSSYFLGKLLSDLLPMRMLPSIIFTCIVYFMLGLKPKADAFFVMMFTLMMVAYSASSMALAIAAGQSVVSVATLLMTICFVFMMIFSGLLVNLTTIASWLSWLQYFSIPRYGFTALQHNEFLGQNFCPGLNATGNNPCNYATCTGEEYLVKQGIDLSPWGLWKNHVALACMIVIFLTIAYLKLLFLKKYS
#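 System: two drug-resistant human cell lines, ABCG2 and ABCB1; controls: nicardipine high and DMSO low controls; times: 10 min exposure at 25 °C with rotation, no wash; detection: flow cytometry of retained JC-1 fluorescence; read-out basis: percent efflux inhibition, scaled nicardipine 100% to DMSO 0%; doses: one concentration, 6.6 µM final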
# RGS7-Gao: human RGS7-Galphao interaction regulation. P09471. Multiplexed bead flow cytometry, RGS7-Galphao binding; actives lie on both sides. binding response (% of control), % at 10 µM. hit rate 0.35% among 220,000. AID 1439; in the data active = binding response below about 49% or above about 150%;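 also: fluorescent Galphao held in activated GDP-AlF4 state binding bead-coupled RGS7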
# RGS8-Gao: regulators of human RGS8-Galphao interaction | P09471 | multiplexed bead flow cytometry, RGS8-Galphao binding; actives lie on both sides | response (percent of control binding), % at 10 µM | hit rate 0.34% among 220,000; in the data active = response below about 60% or above about 140%; inactive = in between;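 also: Galphao activated as the GDP aluminium fluoride complex binding bead-coupled RGS8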
# Bcl-XL Bim block: human Bim-Bcl-XL interaction inhibition | Q07817 | Bim peptide-Bcl-XL binding, bead flow cytometry, fluorescence | inhibition, % at 10 µM | hit rate 0.04% among 190,000
# RGS4-Gao reg: human RGS4-Galphao interaction regulation; P09471; Multiplexed bead flow cytometry, RGS4-Galphao binding; actives lie on both sides; binding response (% of control), % at 10 µM; hit rate 0.33% among 220,000; AID 1415; in the data active = binding response below about 49% or above about 150%; inactive = in between;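 also: fluorescent Galphao activated with aluminum fluoride binding bead-coupled RGS4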
# ABCB1 block: blocks JC-1 efflux by human ABCB1 transporter. P08183. CCRF-Adr cells, flow cytometry. inhibition, % at 6.6 µM. hit rate 0.067% among 190,000. AID 1326; in the data active = inhibition above about 40%;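 also: 0% = vehicle and 100% = reference inhibitor; higher value means more JC-1 retained so stronger ABCB1 efflux block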
# GSH fluor: GSH bead compound fluorescence profile; GSH beads flow cytometry, compound fluorescence 488/530 nm; hits give high values; fluorescence (KMESF) at 10 µM; hit rate 0.25% among 190,000; in the data active = fluorescence above about 89;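 also: glutathione beads carrying GST-tagged Bcl family fusion proteins plus one bare bead set; values are compound well signal with DMSO vehicle wells as background; inactives centre near 16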
# Bcl-W Bim block: inhibitors of Bim-Bcl-W interaction, human; bead-based flow cytometry, Bim peptide-Bcl-W binding; inhibition, % at 10 µM; hit rate 0.02% among 190,000;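 also: 0% = bound tracer without compound and 100% = peptide blocker; higher means less fluorescent Bim peptide bound to Bcl-W beads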
# Target sequence (Q92843 whole entry, looked up): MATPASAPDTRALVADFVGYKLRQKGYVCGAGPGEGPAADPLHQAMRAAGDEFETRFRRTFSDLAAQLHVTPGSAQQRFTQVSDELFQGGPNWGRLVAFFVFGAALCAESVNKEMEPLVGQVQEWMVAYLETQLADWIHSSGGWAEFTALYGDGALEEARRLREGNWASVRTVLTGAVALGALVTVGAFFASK
# Bcl-B Bim block: disrupts Bim peptide binding to human Bcl-B; Q9HD36; bead-based flow cytometry; inhibition, % at 10 µM; hit rate 0.073% among 190,000;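 also: 0% = tracer peptide without compound and 100% = reference inhibitor peptide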
# Bim-Bcl-2: human Bim-Bcl-2 interaction inhibition; Bead-based flow cytometry, Bim peptide-Bcl-2 binding; inhibition, % at 10 µM; hit rate 0.06% among 190,000; in the data active = inhibition above about 40%;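 also: 0% = no compound wells with probe peptide and 100% = reference peptide inhibitor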
# Target sequence (P10415 whole entry, looked up): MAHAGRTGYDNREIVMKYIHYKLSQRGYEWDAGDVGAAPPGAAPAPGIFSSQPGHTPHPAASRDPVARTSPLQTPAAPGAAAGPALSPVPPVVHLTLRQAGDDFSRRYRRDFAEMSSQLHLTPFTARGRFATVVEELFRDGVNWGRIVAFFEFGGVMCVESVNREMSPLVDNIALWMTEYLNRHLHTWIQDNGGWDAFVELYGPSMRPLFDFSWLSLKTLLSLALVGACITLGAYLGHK
# Bfl-1 Bim block: inhibitors of Bim-Bfl-1 interaction, human. Bead-based flow cytometry, Bim-Bfl-1 binding inhibition. Q16548. inhibition, % at 10 µM. hit rate 0.12% among 190,000;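 also: 0% = wells without compound plus tracer and 100% = blocker peptide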
# Starred values were filed as active, the others as inactive; / = no result given. Rule as the data show it, unless noted: active = inhibition above about 40%. No enrichment for hits, and some 1.1% of all compounds hit somewhere here.
SMILES,ABCG2 inh,RGS7-Gao,RGS8-Gao,Bcl-XL Bim block,RGS4-Gao reg,ABCB1 block,GSH fluor,Bcl-W Bim block,Bcl-B Bim block,Bim-Bcl-2,Bfl-1 Bim block
Cc1cc(C)c2c(c1)C1C=CCC1C(c1ccc(S(=O)(=O)N3CCOCC3)cc1)N2 (configuration not stated),0,89,90,0,89,0.0,15,1,3,-8,0
CCCS(=O)(=O)C(=C1Nc2ccccc2N1)S(=O)(=O)CCC,10,98,100,-5,98,0.5,29,-3,-9,-3,-16
CNC(=O)c1ccc2c(c1)nnn2C,-3,101,93,-8,97,/,12,-4,-5,-8,-4
CCOC(=O)C1(Cc2ccccc2C(F)(F)F)CCN(CC2CC2)CC1,1,114,118,-5,105,0.4,14,-3,-2,-1,0
O=S(=O)(NCCCN1CCN(c2ccccc2F)CC1)c1cccc2cccnc12,0,98,104,-5,102,1.1,26,-2,-7,-7,-13
COc1ccc(-c2cc(C(F)(F)F)n3nc(C(=O)NCCCn4ccnc4)cc3n2)cc1,27,100,99,-5,100,3.0,23,-1,-7,-13,-20
O=[N+]([O-])c1ccc(Oc2ccc(S(=O)(=O)Nc3ccccc3)cc2)cc1,1,98,98,12,102,0.2,5,10,33,12,16
COc1ccc(C2C(C(=O)Nc3cccnc3)=C(C)Nc3nc(-c4cccs4)nn32)cc1OC (configuration not stated),0,101,100,-2,101,-0.1,20,1,-3,-3,-5
CC1/C(=N/O)CC(c2ccccc2)N(C)C1c1ccccc1 (configuration not stated),1,104,101,-10,101,0.1,13,-7,-3,-4,0
Cc1ccc(N(Cc2cc3ccccc3[nH]c2=O)S(=O)(=O)c2ccccc2)cc1,0,89,109,-6,96,0.1,12,-2,-3,-5,-3
C=CCn1c(O)c(N=O)c2cc(C)ccc21,5,101,90,0,99,0.1,11,-3,2,0,0
Cn1c(=O)n(C)c2cc(NS(=O)(=O)c3ccc(F)cc3)ccc21,4,88,97,-1,93,0.8,12,1,-1,-1,-4
COc1ccc(/C=C(\NC(=O)c2cccs2)C(=O)N2CCOCC2)cc1OC,-1,96,104,-3,94,-0.9,11,0,1,1,5
COc1ccc(C(=O)n2nc(-c3ccc(Cl)cc3)nc2N)cc1OC,39,100,91,-8,99,-0.1,31,-5,-5,-2,-15
CC1=C(C(=O)Nc2ccccc2)C(c2ccccn2)n2ncnc2N1 (configuration not stated),2,99,101,4,103,0.5,37,0,-4,-7,-11
COc1cc(OC)cc(C(=O)N2CCC(N3CCN(c4ccccc4)CC3)CC2)c1,-1,97,96,-7,97,0.3,35,-2,-7,-7,-13
O=c1[nH]cnc2scc(-c3cccs3)c12,27,100,102,-8,99,-0.5,20,-2,-4,-7,-29
CN(C)c1cccc(C(=O)OCC(=O)Nc2ccccc2Cl)c1,5,98,101,0,100,0.7,30,1,-2,-1,-3
CCOC(=O)C(C)Sc1nc(-c2cccs2)ccc1C#N (configuration not stated),0,103,100,-7,101,0.2,17,-3,-16,-1,0
O=[N+]([O-])c1ccccc1S(=O)(=O)Oc1ccc(C(=S)N2CCOCC2)cc1,16,114,108,-17,103,1.5,7,-9,-52,-12,-1
COCCCNC(=O)CSC1=Nc2ccccc2C2=NC(c3ccccc3)C(=O)N12 (configuration not stated),0,122,103,-3,101,-0.2,12,-2,-4,-4,-10
CCOC(=O)NCCc1ccc(OC)cc1,1,106,107,-5,105,-0.3,42,3,-5,-6,-10
CCN1CCN(C(=O)c2ccccc2N(Cc2ccccc2)S(=O)(=O)c2ccc(C)cc2)CC1,0,99,102,-10,101,1.3,29,-3,-7,-6,-8
CCC(C(=O)N1CCN(c2cccc(Cl)c2)CC1)c1ccccc1 (configuration not stated),7,94,88,1,95,1.1,25,1,1,2,0
COC(=O)c1cc(OC)c(OC)cc1NC(=O)CSc1nnc(-c2cccnc2)n1C,19,103,101,-7,103,0.5,23,-1,-11,-12,-18
# (list continues)
SMILES,ABCG2 inh,RGS7-Gao,RGS8-Gao,Bcl-XL Bim block,RGS4-Gao reg,ABCB1 block,GSH fluor,Bcl-W Bim block,Bcl-B Bim block,Bim-Bcl-2,Bfl-1 Bim block
O=C(COc1ccccc1C(=O)Nc1ccccc1)c1ccc(F)cc1,4,91,83,1,94,0.9,17,7,0,8,8
Nc1ncnc2oc(-c3ccco3)c(-c3ccco3)c12,0,89,95,-2,91,-0.1,35,9,-2,-3,8
O=C(CN1N=C(c2ccccc2)CCC1=O)NCCN1CCc2ccccc2C1,0,115,117,-2,114,0.3,11,-2,-3,-8,-14
Cc1ccc(S(=O)(=O)c2nnn3c2nc(Nc2cccc(C)c2)c2ccccc23)cc1,0,97,100,-4,99,-0.3,3,-4,-8,-3,-3
CC(C)(C)SCCNC(=O)COc1ccccc1,3,106,103,-5,104,0.7,23,-3,-9,-12,-12
O=C(O)CSc1nnc(C2CC2)n1-c1ccccc1,0,102,106,0,99,-0.1,18,-4,-6,-2,-1
O=C1C(c2ccc(F)cc2)N(Cc2ccc3c(c2)OCO3)C(=O)CN1C1CCCCC1 (configuration not stated),0,102,101,-2,100,0.8,8,0,-1,-5,-2
COc1ccc(OC)c(C(C)NC(=O)c2ccc(Br)cc2)c1 (configuration not stated),8,102,100,-5,100,1.3,7,-3,-6,0,0
O=c1c2ccccc2[nH]c2ccccc12,3,97,85,1,95,0.5,17,0,0,0,0
Cc1ccccc1-c1nc(CSc2nc3c(c(=O)[nH]2)CCC3)c(C)o1,6,96,96,-4,96,0.5,16,-1,-2,1,0
Cc1cccc(NC(=S)N/N=C/C(C)c2ccccc2)c1C (configuration not stated),-3,91,98,-2,97,-0.2,10,-3,-12,0,-1
COc1ccc(/C=N/NC(=O)CCc2ccccc2)cc1O,1,98,101,0,101,0.1,20,-1,2,0,1
C=CCNC(=O)C1CCN(S(C)(=O)=O)CC1,2,97,100,-11,98,0.5,22,0,-8,-12,-23
CC1CCCCN1C(=O)COc1ccccc1F (configuration not stated),1,104,106,0,103,0.7,11,1,6,2,3
O=C(Nc1ccc(Cl)cc1)OCc1cc(-c2ccccc2Cl)on1,9,99,99,0,101,1.3,19,-2,0,-2,0
NC(=O)C1CCN(CC(=O)N2N=CCC2c2ccccc2)CC1 (configuration not stated),3,104,108,0,105,0.4,11,1,0,-3,-5
COc1cc(CNC2CCCC2)cc(Cl)c1OCc1ccc(F)cc1,1,98,102,0,99,0.8,40,3,-7,-4,-9
OCCCNCc1ccc(Cl)cc1Cl,2,109,103,-4,105,0.7,16,-2,-3,-1,-7
COc1ccc2nc(Nc3nc(CSc4ccc(C)cc4)cc(=O)[nH]3)nc(C)c2c1,6,103,101,-7,101,3.5,14,-8,-7,-8,-7
CCCCN1C(=O)CCC(C(=O)O)C1c1ccc(OC)cc1 (configuration not stated),-1,99,100,-9,99,-0.8,7,-1,-5,-2,-3
CCOC(=O)Cc1c(Cl)c2ccccc2[nH]c1=O,3,95,96,1,94,0.2,12,0,-1,-2,-3
COC(=O)Cc1cc(=O)[nH]c(/N=C(\N)Nc2ccc(C)cc2C)n1,0,98,101,0,100,-0.1,19,-3,-2,-5,-3
O=C(Nc1ccccc1)c1ccc[nH]1,1,93,96,-1,91,-1.0,7,0,1,1,0
Cc1ccc(NC(=O)c2cc(F)c(F)cc2Cl)nc1,2,91,100,-1,95,0.6,22,0,-3,-4,-7
CC1CN(c2snnc2C=C2C(=O)OC(C)(C)OC2=O)CC(C)O1 (configuration not stated),3,101,97,0,103,0.3,12,2,2,3,11
# (continued)
SMILES,ABCG2 inh,RGS7-Gao,RGS8-Gao,Bcl-XL Bim block,RGS4-Gao reg,ABCB1 block,GSH fluor,Bcl-W Bim block,Bcl-B Bim block,Bim-Bcl-2,Bfl-1 Bim block
Cc1ccccc1NC(=O)C(C)c1cccc(C(=O)c2ccccc2)c1 (configuration not stated),15,100,100,-11,101,-0.3,35,0,-9,-7,-16
Cc1ccc(C(=O)c2cn(-c3ccc(F)c(Cl)c3)nn2)cc1,3,103,105,0,106,0.2,13,1,-7,-2,-6
O=S(=O)(CCSc1nc2ccccc2o1)Cc1ccccc1,1,96,107,-2,104,0.2,22,2,-9,-5,-8
CC[n+]1c(/C=C/c2ccc(N(C)C)cc2)ccc2ccccc21,-15,104,104,-7,101,-0.4,10,-2,-9,-5,0
O=C(NCCN1C(=O)S/C(=C\c2cccs2)C1=O)c1ccc(=O)[nH]c1,17,101,101,-4,102,0.2,6,0,-10,2,4
O=C(COC(=O)CCc1nc2ccccc2s1)Nc1ccc(Cl)cn1,1,102,103,-5,104,0.1,11,0,-7,-6,-7
Fc1ccc(C2CCCN2Cc2nc(-c3cnccn3)no2)cc1 (configuration not stated),1,102,102,0,103,0.1,12,-5,-7,-2,-8
COc1ccccc1N(Cc1ccccc1)S(=O)(=O)c1cc(C(=O)O)ccc1Cl,-1,96,89,-5,83,-0.1,11,-3,-1,0,-4
O=C(O)Cc1ccc(NC(=O)CCN2C(=O)c3ccc([N+](=O)[O-])cc3C2=O)cc1,3,95,94,1,96,0.7,9,0,0,2,1
CN(CC(=O)Nn1cnnc1)S(=O)(=O)c1ccc(Br)cc1,2,102,100,-1,101,0.5,15,-3,-6,-4,-1
Cc1ccc(O)c(C(=O)c2cnc3c(c2)COc2ccccc2-3)c1,2,101,101,-3,102,0.3,19,-4,-5,-2,-1
CCOC(=O)c1c(NC(=O)CSc2nc3ccccc3c(=O)n2-c2ccc(F)cc2)sc(C(C)=O)c1C,12,107,101,-1,105,13,19,-5,-5,-3,-1
Cc1nn(-c2ccccc2)c(C)c1C(=O)NCc1cccs1,5,94,106,-4,99,0.6,7,-1,-3,-2,-1
Cn1c(NC(=O)Cc2ccc(F)cc2)cc(=O)n(C)c1=O,-1,97,101,-7,98,-0.4,14,-5,-6,-8,-5
O=C(CN1CCCCC1)Nc1ccccc1NC(=O)CN1CCCCC1,0,106,103,-3,110,0.2,8,0,-5,-6,-7
COc1ccc2c(CC(=O)OCC(=O)Nc3sc4c(c3C#N)CCC(C)C4)coc2c1 (configuration not stated),0,98,103,-2,100,-0.3,11,-2,-7,-8,-18
CC1=C(C(=O)Nc2cccnc2)C(c2ccc(C(C)C)cc2)n2ncnc2N1 (configuration not stated),1,99,101,-10,102,0.1,15,-3,-6,-11,-15
CC(C)(C)[C@@H]1C=C(C(=O)O)O[C@H](OCc2ccc(CO)cc2)C1,0,102,103,-6,104,0.3,19,0,-3,-8,-5
CN(C)c1ccc(NC2=C([N+](=O)[O-])CS(=O)(=O)C2)cc1,-2,88,101,0,93,-0.8,44,6,-8,0,-2
CC(=O)Nc1ccc(S(=O)(=O)Nc2ccc3c(c2)OCCO3)cc1,1,121,115,2,107,0.0,29,2,1,-3,1

# Part of the list above, with two lines to a compound.
# Values run as follows: ABCG2 inh, RGS7-Gao, RGS8-Gao, Bcl-XL Bim block, RGS4-Gao reg, ABCB1 block, GSH fluor, Bcl-W Bim block, Bcl-B Bim block, Bim-Bcl-2, Bfl-1 Bim block
CC(C)(C)[C@@H]1C=C(C(=O)O)O[C@H](OCc2ccc(CO)cc2)C1
    0, 102, 103, -6, 104, 0.3, 19, 0, -3, -8, -5
CN(C)c1ccc(NC2=C([N+](=O)[O-])CS(=O)(=O)C2)cc1
    -2, 88, 101, 0, 93, -0.8, 44, 6, -8, 0, -2
CC(=O)Nc1ccc(S(=O)(=O)Nc2ccc3c(c2)OCCO3)cc1
    1, 121, 115, 2, 107, 0.0, 29, 2, 1, -3, 1
